Assay outcomes: PubChem, National Center for Advancing Translational Sciences (NCATS)
Pol kappa inh – inhibitors of human DNA polymerase kappa. Q9UBT6. purified Pol kappa, fluorescent DNA synthesis assay, 10 min. Potency, µM (doses to about 107 µM), for the others: at the top dose activity, negative = inhibition, most hits filed as inhibitors. 0.53% of 400,000 active; also: potency is read from the fitted curve at half-maximal effect; % is scaled to controls: 0 for no effect and ±100 for the full control effect
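Readout: fluorescence, taken kinetically at 0 and 10 min. Conditions: 10 nM Pol kappa, 15 min RT compound preincubation, 50 nM substrate final. Controls: enzyme-free buffer wells.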
ERG-DNA inh – inhibitors of human ERG Ets domain-DNA interaction | P11308 | fluorescence polarization, His-ERG Ets domain / labelled DNA | Potency, µM (titrated, usually from 76.9 µM), for inactives: at the top dose FP activity, negative = inhibition, usual class: inhibitors | 0.028% of 370,000 active; active = well fitted inhibition curve with a large enough effect in the polarisation, with a control signal flat; inconclusive = small, poorly fitted or top-dose-only effect, or effect the other way, or a change in a side signal; inactive = no such curve, though single readings can be large or run the other way; the % refers to the polarisation;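 also: polarization taken with two DNA probes labelled with fluorescein and Texas red; potency is read from the fitted curve at half-maximal effect; % of control where 0% means no effect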
Target sequence (P11308 whole entry, looked up, the tested form may be a part): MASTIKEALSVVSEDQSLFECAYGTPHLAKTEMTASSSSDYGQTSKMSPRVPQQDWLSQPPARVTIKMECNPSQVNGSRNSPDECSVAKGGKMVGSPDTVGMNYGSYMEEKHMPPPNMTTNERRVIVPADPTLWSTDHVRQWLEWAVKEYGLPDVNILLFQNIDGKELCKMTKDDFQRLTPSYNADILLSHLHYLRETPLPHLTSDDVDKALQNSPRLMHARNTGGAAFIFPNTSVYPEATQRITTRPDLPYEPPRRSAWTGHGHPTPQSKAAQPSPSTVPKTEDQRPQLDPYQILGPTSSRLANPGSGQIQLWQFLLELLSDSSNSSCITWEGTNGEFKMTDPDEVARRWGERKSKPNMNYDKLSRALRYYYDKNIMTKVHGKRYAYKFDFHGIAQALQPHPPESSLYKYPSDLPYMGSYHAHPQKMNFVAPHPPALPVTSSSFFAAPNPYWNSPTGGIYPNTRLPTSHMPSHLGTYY
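His-tagged ERG Ets domain (1 uM in the protein solution; 300mM KCl, 50mM Tris-HCl, 1mM EDTA, 1mM DTT, pH 7.5) received compound, then a probe mix of 5 nM fluorescein-DNA and 100nM Texas-615-DNA. Fluorescence polarization was read for both dyes.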
12-LOX inh – blocks human arachidonate 12S-lipoxygenase; P18054; AID 1671190; Potency, µM (series often up to 108 µM), for the others: at the highest dose activity change, negative = inhibition, most hits filed as inhibitors; 1.1% of 580,000 active; purified 12hLO, xylenol orange hydroperoxide absorbance; also: potency is read from the fitted curve at half-maximal effect; % is scaled to controls: 0 for no effect and ±100 for the full control effect
Target sequence (P18054 whole entry, looked up): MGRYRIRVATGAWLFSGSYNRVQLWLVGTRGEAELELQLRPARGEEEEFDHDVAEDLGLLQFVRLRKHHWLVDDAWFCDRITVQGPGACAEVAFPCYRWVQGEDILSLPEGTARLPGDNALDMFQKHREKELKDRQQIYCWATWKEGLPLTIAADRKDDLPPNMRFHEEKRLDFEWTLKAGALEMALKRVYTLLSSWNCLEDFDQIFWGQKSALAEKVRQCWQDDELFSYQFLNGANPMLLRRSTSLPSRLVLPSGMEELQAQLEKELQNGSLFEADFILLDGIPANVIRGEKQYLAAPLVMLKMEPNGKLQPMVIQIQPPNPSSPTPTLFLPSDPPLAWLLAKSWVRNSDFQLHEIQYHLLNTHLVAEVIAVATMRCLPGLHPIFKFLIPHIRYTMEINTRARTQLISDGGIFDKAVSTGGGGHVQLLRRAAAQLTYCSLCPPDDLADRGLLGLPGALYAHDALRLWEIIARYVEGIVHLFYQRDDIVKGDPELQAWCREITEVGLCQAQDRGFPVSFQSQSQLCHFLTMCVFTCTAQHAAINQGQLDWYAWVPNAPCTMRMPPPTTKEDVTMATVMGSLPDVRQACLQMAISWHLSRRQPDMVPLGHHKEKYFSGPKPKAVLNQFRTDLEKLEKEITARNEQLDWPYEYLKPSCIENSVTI
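Hydroperoxide product was detected by ferrous iron/xylenol orange as the 573 to 405 nm absorbance ratio. Arachidonic acid at 40 uM (final) was turned over for 30 min at room temperature by 150 nM human 12hLO, pH 7.0 Hepes buffer, after 15 min compound preincubation.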
RGS4 inh – inhibitors of human regulator of G protein signaling 4; 0.039% of 390,000 active; Transcreener GDP fluorescence polarization, RGS4-accelerated GTP hydrolysis; Potency, µM (series often up to 114 µM), inactives show at the highest dose activity change, negative = inhibition, usual class: inhibitors; P49798; also: potency is read from the fitted curve at half-maximal effect; % is scaled to controls: 0 for no effect and ±100 for the full control effect; nearly all actives have a fitted effect of over 75% in size; some results filed as inactive show a strong effect at the top dose
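MLSMR compounds (23 nl, pin-transferred) preincubated 10 min at room temperature with a 500nM (2x) first reagent, then RGS4 at 900nM (2x) plus Transcreener GDP mix added; fluorescence polarization (620/688 nm) read before and after 90 min at 30 °C.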
LDHA block – blocks human lactate dehydrogenase A; purified LDHA, NADH/diaphorase-resazurin fluorescence; active compounds read low; 0.15% of 480,000 active; P00338; AID 1347041; activity change, % (values are at about 110 or 230 µM); in the data active = activity change below about -30%; inconclusive = mostly about -25% to -30%;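 also: plate controls were DMSO wells for no effect and wells without enzyme for full effect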
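Human LDH5 (2 nM) was incubated with 0.06 mM NADH and 0.2 mM pyruvate for 5 min at room temperature in Tris pH 7.4. Remaining NADH was coupled through diaphorase/resazurin, and resorufin fluorescence was read at 0 and 20 min.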
Apoferritin bind – candidate novel general anesthetic via apoferritin binding; P02791; apoferritin/1-aminoanthracene competitive binding, fluorescence; Potency, µM (titrated, usually from 77.5 µM), for inactives: at the highest dose activity change, negative = displacement, usual class: inhibitors; 0.074% of 350,000 active; AID 485281; also: potency is read from the fitted curve at half-maximal effect; % is scaled to controls: 0 for no effect and ±100 for the full control effect; nearly all actives have a fitted effect of over 20% in size
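In PBS, apoferritin at 10 uM is loaded with 1-AMA from a 50% saturated solution. After 10 min of compound exposure at ambient temperature, reduced 535 nm fluorescence indicates probe displacement.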
Pol eta inh – DNA polymerase eta (human) inhibition | Potency, µM (highest dose often 114 µM), without a hit: at the top dose activity change, negative = inhibition, usual class: inhibitors | recombinant Pol eta, fluorescent DNA replication assay | Q9Y253 | 1.2% of 390,000 active; also: potency is read from the fitted curve at half-maximal effect; % is scaled to controls: 0 for no effect and ±100 for the full control effect
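Fluorescent replication assay: 50 nM final substrate added after a 15 min room-temperature compound preincubation with 10 nM enzyme. Signal taken at 0 min and again at 10 min.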
APE1 inh – APE1 (human) endonuclease inhibition; recombinant APE1, TAMRA/BHQ-2 abasic DNA cleavage fluorescence; Potency, µM (doses to about 65.8 µM), for the others: at the highest dose activity change, negative = inhibition, usual class: inhibitors; 0.35% of 350,000 active;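 also: potency is read from the fitted curve at half-maximal effect; plate controls were vehicle for no effect and reference inhibitor for full effect; nearly all actives have a fitted effect of over 55% in size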
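Activity was derived from the fluorescence gain between first and third kinetic reads (60 s intervals, ex 525/em 598 nm) after 50 nM THF-abasic TAMRA/BHQ-2 duplex was added to 0.75 nM APE1 preincubated 15 min with compound.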
Pol beta inh – blocks human DNA polymerase beta activity | Potency, µM (top dose mostly 114 µM), for the others: top-dose activity change, negative = inhibition, usual class: inhibitors | Pol beta primer extension/strand displacement, fluorescence kinetic | 1.3% of 340,000 active | AID 485314 | P06746; also: potency is read from the fitted curve at half-maximal effect; % is scaled to controls: 0 for no effect and ±100 for the full control effect
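Reaction started by 50 nM substrate onto compound-treated Pol beta (10 nM, 15 min preincubation, room temperature); plates read at 0 min and 10 min. Normalized concentration-effect data fitted by four-parameter Hill equation.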
Starred values were filed as active, the others as inactive; ? = inconclusive; . = not tested or not shown; & = joins results of further samples; [ ] = remark or other dose. Unless noted, calls follow the shape of the dose curve; as a rule, active = well fitted curve in the direction sought with a large enough effect; inconclusive = small, poorly fitted or top-dose-only effect, or another doubt; inactive = no such curve, though single readings can be large; an effect the other way counts as inactive or inconclusive. Only part of the results is shown (hit frequency here may not be typical).

SMILES | Pol kappa inh | ERG-DNA inh | 12-LOX inh | RGS4 inh | LDHA block | Apoferritin bind | Pol eta inh | APE1 inh | Pol beta inh
CCCCNC(=O)C1CCC(Cn2c(=O)c3sccc3n(CC(=O)N3CCCC3)c2=O)CC1 (centres undefined) | 23% | 0% | -3% | -13% | -4 | 27% | -18% | . | 8%
CCc1cc2c(CN3CCN(CC)CC3)cc(=O)oc2cc1O | -3% | -2% | ? | -37% | -6&-19 | . | 2% | -4% | ?
COc1ccc(S(=O)(=O)N(C)c2ccc(C(=O)Nc3c(C)n(C)n(-c4ccccc4)c3=O)cc2)cc1 | 4% | 16% | 3% | -14% | 4 | -11% | -4% | 22% | 10%
O=C(COC(=O)COc1ccccc1F)NCc1ccco1 | -2% | 2% | -52% | 25% | -3 | . | -19% | -6% | .
CCOC(=O)c1c(S(=O)(=O)NCC(=O)NCc2ccccc2)c(C)n(C)c1C | -11% | 4%&1% | 9%&-15% | 23%&35% | -7&-3 | -2%&1% | ? | -2% | 62%&42%
O=C(O)C1CC(=O)N(Cc2cccs2)C1 (centres undefined) | -22% | 10% | -3% | 4% | -3 | -1% | -2% | -2% | -24%
CC(=O)Oc1cc(O)c2c(=O)c(OC(C)=O)c(-c3ccc(OC(C)=O)c(OC(C)=O)c3)oc2c1 | 7.1µM* | 3% | . | 4% | 12 | . | 2.8µM* | . | .
COc1ccc(S(=O)(=O)NNC(=O)C(=O)NNc2ccccn2)cc1 | 7% | 13% | 9% | 1% | 3 | 0% | -14% | 5% | -2%
CCOc1ccc(C(=O)c2cn(Cc3ccc(F)cc3)c3ccc(F)cc3c2=O)cc1 | -16% | -20% | 1% | 8% | -5 | ? | -12% | . | -2%
O=c1oc2ccc(Cl)cc2nc1/C=C(\O)c1ccco1 | -7% | 1% | 228%[activator] | -1% | 23 | 2% | -7% | 4% | -8%
CCOCC(=O)Nc1nnc(COC)s1 | -13% | 3% | -14% | -3% | -5 | -2% | 8% | -10% | 2%
O=C(/C=C/c1ccc(Cl)c(Cl)c1)Nc1cccnc1 | 0% | -6% | ? | -8% | 2 | . | -10% | . | .
CCCOc1cccc(C2c3c(oc4ccc(F)cc4c3=O)C(=O)N2Cc2ccc3c(c2)OCO3)c1 (centres undefined) | -8% | -4% | 2% | 1% | -5 | 2% | -8% | . | 42%
O=C(COC(=O)CSc1ccc2ccccc2c1)NC1CCCC1 | -1% | -1% | -16% | -10% | 2 | 7% | -3% | 3% | 2%
COC(=O)[C@@]12OC[C@]34[C@H]([C@@H](O)[C@@H]1O)[C@@]1(C)C(=O)C(O[C@@H]5OC(CO)[C@@H](O)[C@@H](O)[C@@H]5O)=C[C@@H](C)[C@@H]1C[C@H]3OC(=O)[C@H](OC(=O)/C=C(\C)C(C)(C)OC(C)=O)[C@@H]24 (some centres undefined) | -6% | 16% | . | 22% | 7 | . | 8% | 16% | .
CCN(CC)CCCC(C)NC(=O)c1c(NC(=O)c2ccccc2)sc2c1CCCC2 (centres undefined) | 8% | 0% | ? | 8% | -5 | -15% | -20% | 10% | 22%
CCOC(=O)c1ccc(Nc2ncnc3ccc(C)cc23)cc1 | 3% | -14% | 9% | 2% | -5 | 59%[activator] | -8% | -4% | 3%
Cc1ccc(S(=O)(=O)NNC(=S)Nc2ccc(Cl)cc2)cc1 | 2% | -4% | 0% | -40% | -3 | -4% | -9% | -1% | 7%
Cc1cc(/C=C2/SC(=S)N(c3ccc([N+](=O)[O-])cc3)C2=O)c(C)n1-c1cccnc1 | -12% | 5% | -24% | -7% | -2 | -8% | 0% | 5% | -13%
COc1ccccc1C(=O)Nc1nnc(SCC(=O)NC2CCCC2)s1 | -9% | -1% | . | 26% | -6 | -3% | 3% | 58% | -1%
COc1ccc(-c2noc(CN(C(C)C)S(=O)(=O)c3ccc(Br)cc3)n2)cc1 | -6% | 4% | -31% | -1% | 3 | 48%[activator] | . | . | -19%
COCCCNC(=O)c1c(C)nn(-c2ccc(F)cc2)c1-n1cccc1 | 0% | 2% | 0% | 15% | -8 | -6% | -17% | . | 2%
S=C(NCc1cccs1)Nc1cccc(Cl)c1 | -9% | 9% | ? | -26% | -1 | 2% | -11% | -1% | 4%
CCOC(=O)N1CCN(C(=O)c2cc(-c3ccc(F)cc3)[nH]c2C)CC1 | -22% | -3% | 0% | -34% | 0 | -7% | -2% | -4% | 25%
COc1ccc(C(CNC(=O)C2CC(=O)N(Cc3ccccc3)C2)N2CCCC2)cc1 (centres undefined) | 2% | 4% | 135%[activator] | -5% | 2 | . | 0% | -4% | .

Additional results follow.
SMILES | Pol kappa inh | ERG-DNA inh | 12-LOX inh | RGS4 inh | LDHA block | Apoferritin bind | Pol eta inh | APE1 inh | Pol beta inh
CCSc1nnc2c(n1)OC(c1cc(OC)c(OC)c(OC)c1)Nc1ccccc1-2 (centres undefined) | -12% | 1% | ? | -7% | -4 | -11% | -2% | . | 12%
CCOc1ccc(CCNC(=O)COC(=O)COc2ccc(Br)cc2)cc1OCC | -25% | 11% | ? | -7% | -5 | 0% | -23% | -3% | -2%
CCS(=O)(=O)N1CCCC(C(=O)Oc2ccc(Br)cc2)C1 (centres undefined) | 7% | 5% | -16% | -24% | 2 | -10% | -12% | -2% | 12%
O=C(CCCc1nc2ccccc2s1)N1CCN(c2ccccc2)CC1 | -17% | -5% | -11% | -40% | -8 | -19% | -16% | -1% | -19%
CCCCOc1ccc(C(C)NC(=O)CCS(=O)(=O)Cc2ccc(Cl)cc2)cc1 (centres undefined) | -2% | 0% | -11% | -5% | 1 | -3% | -14% | 1% | 2%
COc1ccc(CNC(=O)C2CC(C)=CCC2C(=O)O)cc1 (centres undefined) | 6% | 7% | 312%[activator] | -15% | -1 | 6% | -12% | 18% | 3%
CCC(=O)N1CCCc2cc(S(=O)(=O)N3CCC(C(=O)NCc4ccc(F)cc4)CC3)ccc21 | -1%[60.1 µM] | 0% | -29% | 9% | -10 | 50%[activator] | -13% | . | 0%
O=C1CC(=O)N(Cc2ccco2)C(=S)N1 | 3.2µM* | ? | . | ? | -36* | -4% | 3.2µM* | 11µM* | 7.9µM*
CCCCS(=O)(=O)N1CCN(S(=O)(=O)c2cccs2)CC1 | -6% | 11% | . | -8% | -8 | -4% | -19% | 16% | -19%
Oc1cccc(C=NN=C2c3ccccc3-c3ccccc32)c1 | -4% | 14% | -25% | -36% | 1 | . | -9% | . | .
C/C(=N\N1CCN(c2ccc(Cl)cc2)CC1)c1cccc([N+](=O)[O-])c1 | -1% | -1% | ? | -7% | -2 | -5% | -12% | 22% | 16%
CN(C)c1ccc(C(=S)N2CCN(c3ccc([N+](=O)[O-])cc3)CC2)cc1 | 5% | 8% | ? | ? | -4 | 3% | -6% | 2% | 20%
Cc1ccc(N(CC(=O)NC2CCCC2)C(=O)CCC(=O)Nc2nccs2)cc1C | -5% | 6% | -15% | -16% | -2 | -4% | -13% | 5% | -1%
O=C(c1cnc(Cl)c(Cl)c1)N1CCC(Cc2ccccc2)CC1 | -9% | -1% | 3% | 17% | -6 | -21% | -5% | 0% | -2%
Nc1ccc(Nc2ccc([N+](=O)[O-])cc2[N+](=O)[O-])cc1 | 8% | -6% | -25% | -1%[11.4 µM] | -1 | ? | 7% | 7% | 23%
CCOc1ccc(NC(=O)CC2C(=O)NCCN2C(=O)Nc2ccccc2)cc1 (centres undefined) | 2% | 0% | ? | -4% | -11 | -12% | -8% | 38% | -19%
COc1ccc(NC(=O)C(C/C=C(/C)Cl)C(C)=O)cc1 (centres undefined) | -14% | 2% | 0% | -19%[11.4 µM] | 8 | 7% | -5% | -5% | -14%
CCOCC(O)CSCc1ccc(Cl)cc1 (centres undefined) | -8% | -4% | 3% | 31% | 0 | ? | 7% | 7% | 57%
CN(C)c1ccc(/C=C/c2noc(-c3ccccc3O)n2)cc1 | 7% | 8% | -2% | ? | 7 | 44%[activator] | -13% | . | 3%
O=C(O)c1cc(-c2cccs2)nc2ccc(Br)cc12 | . | . | -5% | . | . | -6% | . | -16% | 41%
Cc1nn(Cc2ccc(Cl)cc2)c(C)c1NC(=O)c1cc(-c2ccc3c(c2)OCO3)on1 | -10% | -10% | -12% | -17% | -10 | -12% | -4% | -6% | 15%
CCC(C)N1C(=O)/C(=C/c2c(NCCCOC(C)C)nc3c(C)cccn3c2=O)SC1=S (centres undefined) | -7% | 34%[activator] | ? | -26% | 1 | ? | 22µM* | ? | 28µM*
Cc1ccc(-n2nc3c(=O)n(CC(=O)NC(C)CCc4ccccc4)nc(C)c3c2C)cc1 (centres undefined) | -7% | -13% | . | -17% | -6 | -10% | -1% | 6% | 7%
O=C(CSc1nnc(SCc2cccc3ccccc23)s1)c1ccc2c(c1)OCO2 | -22% | 3% | -1% | -28% | -5 | ? | 1% | -3% | 21%
CCOc1ccc(N2C(=O)CC(C(C)c3ccccc3)C2=O)cc1 (centres undefined) | 2% | -1% | 1% | -10% | -9 | -12% | -14% | -8% | 4%

Quoted at random: two entries already listed.
SMILES | Pol kappa inh | ERG-DNA inh | 12-LOX inh | RGS4 inh | LDHA block | Apoferritin bind | Pol eta inh | APE1 inh | Pol beta inh
CCCCS(=O)(=O)N1CCN(S(=O)(=O)c2cccs2)CC1 | -6% | 11% | . | -8% | -8 | -4% | -19% | 16% | -19%
CCOCC(O)CSCc1ccc(Cl)cc1 (centres undefined) | -8% | -4% | 3% | 31% | 0 | ? | 7% | 7% | 57%
